High-throughput results (PubChem BioAssay)
ATG4B inh – blocks human ATG4B protease cleavage of LC3 substrate; hit rate 0.51% among 340,000; AID 504462; Q9Y4P1; inhibition, % at 8.33 µM; ATG4B cleavage of LC3-PLA2, NBD-HPC fluorescence, 1 h; in the data active = inhibition above about 40%
hIAP act – increases human intestinal alkaline phosphatase activity | P09923 | purified human IAP, CDP-Star luminescence, 30 min; hits give high values; 1 = vehicle-only enzyme, 0 = enzyme-free background | activation factor at 10 µM | hit rate 0.16% among 330,000 | AID 2524;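 active = activation factor of the enzyme at least 2-fold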; also: the source names both 10 and 20 µM as test concentration; values of inactives mirror those of a sister screen read the other way
mIAP block – mouse IAP inhibition; purified mouse IAP, CDP-Star luminescence, 30 min; inhibition, % at 10 µM; hit rate 0.2% among 330,000; AID 2806;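 active = inhibition of at least 40% at 10 µM in the primary screen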;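 also: plate controls were DMSO with enzyme for no effect and no enzyme wells for full effect; values of inactives mirror those of a sister screen read the other way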
NALP3 yeast inh – blocks the NALP3 inflammasome reconstituted in yeast; Yeast reconstituted NLRP3/ASC/caspase-1, beta-gal luminescence, 24 h; inhibition, % at 10 µM; hit rate 0.39% among 330,000; AID 2825;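 active = inhibition of 50% or more; inactive = inhibition below 50%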;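 also: plate controls were induced DMSO wells for no effect and uninduced yeast grown without galactose for full effect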
Apaf1 inhib – blocks human Apaf-1 apoptosome activity | O14727 | reconstituted apoptosome caspase-3 activity, DEVD-Rh110 fluorescence | inhibition, % at 20 µM | hit rate 0.71% among 330,000 | AID 489030; active = inhibition of at least 40% at 20 µM;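 also: plate controls were DMSO wells for no effect and DEVD-CHO caspase inhibitor wells for full effect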
Target sequence (O14727 whole entry, looked up): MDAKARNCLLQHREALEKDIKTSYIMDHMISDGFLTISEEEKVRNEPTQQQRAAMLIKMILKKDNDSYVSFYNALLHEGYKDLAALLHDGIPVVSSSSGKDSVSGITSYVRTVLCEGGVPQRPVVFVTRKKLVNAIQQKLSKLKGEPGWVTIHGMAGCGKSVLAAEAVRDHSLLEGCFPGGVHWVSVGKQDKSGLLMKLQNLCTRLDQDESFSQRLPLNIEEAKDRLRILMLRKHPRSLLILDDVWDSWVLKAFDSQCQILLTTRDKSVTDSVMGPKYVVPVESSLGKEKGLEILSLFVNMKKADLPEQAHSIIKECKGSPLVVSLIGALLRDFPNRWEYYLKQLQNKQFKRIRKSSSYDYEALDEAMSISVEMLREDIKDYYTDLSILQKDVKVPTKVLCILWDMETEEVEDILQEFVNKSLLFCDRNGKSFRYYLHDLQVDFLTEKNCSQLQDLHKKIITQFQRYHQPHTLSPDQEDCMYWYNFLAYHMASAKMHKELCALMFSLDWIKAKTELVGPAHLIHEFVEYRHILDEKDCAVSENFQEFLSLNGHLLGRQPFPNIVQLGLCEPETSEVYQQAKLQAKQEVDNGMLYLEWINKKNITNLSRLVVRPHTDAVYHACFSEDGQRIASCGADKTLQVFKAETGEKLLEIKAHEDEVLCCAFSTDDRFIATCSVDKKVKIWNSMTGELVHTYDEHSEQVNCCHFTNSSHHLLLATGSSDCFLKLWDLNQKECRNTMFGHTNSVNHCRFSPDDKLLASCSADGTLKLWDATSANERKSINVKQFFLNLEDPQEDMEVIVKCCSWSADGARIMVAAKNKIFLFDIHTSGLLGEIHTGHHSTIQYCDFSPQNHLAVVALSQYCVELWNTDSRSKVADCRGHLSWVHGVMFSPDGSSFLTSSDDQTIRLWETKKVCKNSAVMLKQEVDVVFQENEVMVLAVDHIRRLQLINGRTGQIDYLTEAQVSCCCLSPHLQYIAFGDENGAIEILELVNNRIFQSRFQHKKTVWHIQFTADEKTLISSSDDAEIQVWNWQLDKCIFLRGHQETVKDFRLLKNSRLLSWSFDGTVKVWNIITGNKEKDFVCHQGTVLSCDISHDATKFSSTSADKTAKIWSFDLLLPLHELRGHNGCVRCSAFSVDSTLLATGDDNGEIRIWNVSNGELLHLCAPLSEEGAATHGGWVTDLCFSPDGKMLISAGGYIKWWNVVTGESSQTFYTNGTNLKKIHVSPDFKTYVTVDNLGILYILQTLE
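Material: reconstituted apoptosome with Apaf-1, cytochrome c, caspase-9, procaspase-3, dATP / Buffer or medium: pH 7.5 Hepes buffer with CHAPS, BSA, DTT / Also added: cytochrome c with DEVD-Rh110 / Schedule: compound with Apaf-1, dATP, procaspase-3 30 min, then 50 min reaction, room temperature / Technique: rhodamine 110 fluorescence at Ex 480/Em 540 nm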
mIAP activ – mouse IAP activation; activation factor at 10 µM; muIAP, CDP-Star luminescence, 30 min; hits give high values; 1 = vehicle-only enzyme signal, 0 = enzyme-free wells; hit rate 0.24% among 330,000;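 active = activation factor of at least 2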; also: the source names both 10 and 20 µM as test concentration; values of inactives mirror those of a sister screen read the other way
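System: mouse IAP enzyme. Reagent: CDP-Star chemiluminescent phosphatase substrate. Benchmarks: DMSO wells, no-enzyme wells. Times: 30 min enzyme-substrate-compound incubation at room temperature. Detection: luminescence from enzymatic CDP-Star hydrolysis. Doses: test compounds delivered from DMSO solution.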
TIM10 inh – inhibits growth of TIM10 yeast strain | S. cerevisiae TIM10 strain growth, BacTiter-Glo luminescence, 24 h | inhibition, % at 10 µM | hit rate 1.4% among 330,000 | AID 463195;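 active = inhibition of 40% or more at the single tested concentration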;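 also: wild-type TIM10 isogenic control strain grown at permissive 25 °C; 0% = DMSO yeast wells and 100% = minimal medium wells without yeast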
hIAP block – human IAP inhibition; AID 2544; purified IAP, CDP-Star luminescence, 30 min; P09923; inhibition, % at 10 µM; hit rate 0.12% among 330,000;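 active = inhibition reaching a set limit with compound at 10 µM in the primary screen, cut at about 35% in these data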;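 also: plate controls were DMSO wells with enzyme for no effect and no-enzyme buffer wells for full effect; values of inactives mirror those of a sister screen read the other way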
tim10-1 inh – inhibits growth of tim10-1 mutant yeast; S. cerevisiae tim10-1 ts strain growth, BacTiter-Glo, 24 h; inhibition, % at 20 µM; hit rate 2.2% among 330,000; AID 463190;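 active = inhibition of at least 40%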;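 also: mutant grown at 25 °C; 0% = DMSO wells with yeast and 100% = wells holding no yeast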
The depositor's hits bear a star; x = no result given.

SMILES	ATG4B inh	hIAP act	mIAP block	NALP3 yeast inh	Apaf1 inhib	mIAP activ	TIM10 inh	hIAP block	tim10-1 inh
COCCCn1c(SCC(=O)NC(C)(C)C)nnc1-c1cccs1	1	1	3	2	6	0.97	-16	-2	0
CCc1cccc(C)c1NC(=O)COC(=O)C1CC(=O)N(CCc2ccc(OC)c(OC)c2)C1 (stereo not given)	-3	0.95	4	27	-11	0.95	6	5	7
CCOC(=O)c1cnc(SC2CCc3ccccc3C2=O)nc1N (stereo not given)	-1	0.95	3	28	10	0.97	31	5	34
Cc1ccccc1COn1nnc2ccc(S(=O)(=O)N3CCOCC3)cc21	3	0.86	1	9	7	0.99	8	14	20
COc1ccc(CN(C)CC(=O)Nc2ccc(SC(F)F)cc2)cc1OC	-4	0.89	0	-1	0	1	16	11	24
COc1cc(C(CCN2CCCCC2)c2c(OC)cc(OC)c3c(C)cc(=O)oc23)cc(OC)c1OC (stereo not given)	-12	1	8	17	9	0.92	2	0	5
CCOc1ccc(/C=N/OCC(=O)NCc2ccco2)cc1	-1	1.1	-10	-81	4	1.1	-9	-12	28
CCN(c1ccccc1)S(=O)(=O)c1cc(C(=O)OC(C)C(=O)Nc2ccc3c(c2)OCCO3)ccc1C (stereo not given)	-6	1.1	-7	-2	5	1.1	5	-5	0
Nc1c(C(=O)NCc2ccco2)nnn1CC(=O)Nc1ccc2c(c1)OCO2	-7	1	8	17	-17	0.92	-2	-5	-19
N#Cc1c(-c2ccccc2Cl)c2c([nH]c1=O)-c1ccccc1OC2	4	1.2	6	10	0	0.94	-14	-22	-30
O=C(NCc1cccc(F)c1)C1CCN(S(=O)(=O)Cc2ccccc2)CC1	-3	0.98	1	6	-6	0.99	-8	2	15
COc1ccccc1CNC(=O)C1CC(c2ccccc2C(F)(F)F)=NO1 (stereo not given)	4	1.1	-4	20	23	1	-1	-11	13
CCOc1ccc(C(=O)c2cccs2)cc1	7	1	-1	25	3	1	-5	-4	14
C=CCn1c(SC(C)C(=O)NCCC2=CCCCC2)nc2ccccc2c1=O (stereo not given)	-11	0.87	2	2	18	0.98	-29	13	-8
Cc1noc(C)c1C(=O)NC(C)C1CCCO1 (stereo not given)	10	1.2	-4	4	-12	1	4	-16	13
Cn1c(CNS(=O)(=O)c2ccc(F)cc2)n[nH]c1=S	5	0.95	0	10	-2	0.99	0	5	6
O=C(NNC(=O)c1cc2cc(Br)ccc2oc1=O)c1ccc(O)cc1	-7	0.95	19	3	-1	0.81	5	5	2
CS(=O)(=O)Nc1ccc(C2=NN(C(=O)c3ccco3)C(c3ccco3)C2)cc1 (stereo not given)	-1	1.1	1	18	5	0.99	-1	-10	-6
COc1ccc(CNC(=O)C(=O)NCC2OCCN2S(=O)(=O)c2ccc(OC)c(OC)c2)cc1 (stereo not given)	0	1.1	6	4	2	0.94	2	-5	-7
O=C1CCN(CCc2ccccc2)CCN1[C@H](CO)c1ccccc1	-13	1.2	-16	-8	4	1.2	-4	-18	16
COc1cc(/C=C/C(=O)O)cc(S(=O)(=O)Nc2ccc3cn[nH]c3c2)c1OC	0	1	-8	5	7	1.1	4	0	2
COc1ccc(N(CC(=O)NCCC2=CCCCC2)S(=O)(=O)c2ccccc2)cc1	6	1.1	-11	2	16	1.1	10	-15	11
Clc1cccc(Cl)c1CSc1nnc(/C=C/c2ccccc2)o1	20	0.86	5	22	23	0.95	-22	14	2
CCOC(=O)c1cnn(CCOC(=O)c2cccc(F)c2)c1NC(=O)c1cccc(F)c1	-1	1	4	10	-1	0.96	24	-1	28
CCOC(=O)N1CCN(C(=O)c2n[nH]c(=O)c3ccccc23)CC1	8	1.1	4	2	-2	0.96	-1	-8	15

(more compounds)
SMILES	ATG4B inh	hIAP act	mIAP block	NALP3 yeast inh	Apaf1 inhib	mIAP activ	TIM10 inh	hIAP block	tim10-1 inh
O=C(COC(=O)c1cc(S(=O)(=O)N2CCCC2)ccc1O)Nc1ccc(SC(F)F)cc1	-5	1.1	0	10	0	1	3	-12	4
Cc1cccc(/N=C/c2ccccn2)n1	-5	0.95	-1	28	-5	1	-14	5	-15
COc1ccc(CNc2ccc(-c3ccccc3OC)nn2)cc1	48*	1.1	-1	24	9	1	37	-9	20
CCCOc1ccc(N2C(=O)CC(N3CCN(c4nc5ccccc5s4)CC3)C2=O)cc1 (stereo not given)	-2	1	-7	6	15	1.1	6	-3	-7
O=C(N/N=C/c1cc(Br)c(O)c(Br)c1)c1cccnc1	-2	1	3	7	5	0.97	-17	-3	0
O=C(N/N=C/c1cn(Cc2ccccc2)c2ccccc12)c1cccnc1	-8	0.92	3	6	2	0.97	11	8	36
COc1ccc(Nc2nc(Cl)nc(Nc3ccc(OC)cc3)n2)cc1	-7	1.3	1	25	1	0.99	-10	-29	-8
C/C=C/c1ccc(OCC(=O)N(CCOC)c2c(N)n(CCCC)c(=O)[nH]c2=O)c(OC)c1	-6	1	-2	15	4	1	5	0	-12
Cc1cc(NC(=O)CSc2nnc(COc3cccc(C)c3C)n2C)no1	4	1.4	-6	15	11	1.1	-2	-38	-21
COc1ccccc1S(=O)(=O)CC(O)COc1ccccc1Cl (stereo not given)	1	1.1	-1	8	6	1	-5	-12	7
COc1ccc2cc(C(c3nnnn3Cc3ccc(F)cc3)N3CCCCCC3)c(=O)[nH]c2c1 (stereo not given)	0	0.96	14	22	0	0.86	-1	4	19
O=[N+]([O-])/C(=C\Nc1ccc(F)cc1F)S(=O)(=O)c1ccccc1	-3	1.1	-6	-1	2	1.1	7	-7	31
CCNC(=S)NNC(=O)c1cc(-c2cccc(C)c2)nc2ccccc12	2	0.98	2	2	6	0.98	55*	2	82*
COc1ccc(CNC(=O)CSc2ncn[nH]2)cc1	-10	1	-10	28	8	1.1	8	0	8
CCc1ccc(NC(=O)C(CC)Sc2nc3cc4c(cc3c(=O)n2Cc2ccco2)OCO4)cc1 (stereo not given)	2	1.1	-27	8	19	1.3	8	-6	12
CC1CCN(S(=O)(=O)c2ccc(S(=O)(=O)NCC3COCCO3)cc2)CC1 (stereo not given)	2	0.99	0	5	-3	0.99	-10	1	22
CC12CN3CC(C)(CN(C1)C3c1ccc3c(c1)OCO3)C2 (stereo not given)	8	1.2	5	20	-8	0.95	13	-20	-20
O=C(COc1ccccc1Cl)Nc1ccc(CN2CCOCC2)cc1	-4	1	0	16	3	0.99	-5	-4	-12
Cc1ccc(C(=O)Nc2cccc(C(=O)N3CCN(C)CC3)c2)cc1	5	1.1	0	9	-14	1	-19	-9	9
Cc1nc(SCC(=O)Nc2ccccc2C(F)(F)F)c(C#N)c(C)c1CC(=O)c1ccc(Br)cc1	x	0.99	2	6	16	0.97	-27	1	-2
CN1CCN(C(=O)/C(=C\c2cccs2)NC(=O)c2cccs2)CC1	1	1.1	1	8	-8	0.99	-16	-11	11
COc1ccccc1/C(C)=N/NC(=O)c1nnn(-c2nonc2N)c1C(C)C	-3	1.3	-1	2	16	1	14	-31	2
CCc1ccccc1N1C(=O)C2C3C=CC(CC3)C2C1=O (stereo not given)	-1	1.1	-9	15	4	1.1	11	-9	14
CC1Cc2cc(S(=O)(=O)NCCC(=O)N(C)Cc3ccccc3)ccc2N1C(=O)C1CC1 (stereo not given)	-16	1.1	-3	-5	3	1	2	-7	22
CCN(CC)CCNC(=O)c1ccc(-n2c(C)cc3c2CCCC3=O)cc1	-7	0.98	-2	9	12	1	11	2	5

An excerpt from above in order of SMILES length, ascending:
SMILES	ATG4B inh	hIAP act	mIAP block	NALP3 yeast inh	Apaf1 inhib	mIAP activ	TIM10 inh	hIAP block	tim10-1 inh
COc1ccc(CNC(=O)CSc2ncn[nH]2)cc1	-10	1	-10	28	8	1.1	8	0	8
CC1CCN(S(=O)(=O)c2ccc(S(=O)(=O)NCC3COCCO3)cc2)CC1 (stereo not given)	2	0.99	0	5	-3	0.99	-10	1	22
CC1Cc2cc(S(=O)(=O)NCCC(=O)N(C)Cc3ccccc3)ccc2N1C(=O)C1CC1 (stereo not given)	-16	1.1	-3	-5	3	1	2	-7	22

Other compounds follow.
SMILES	ATG4B inh	hIAP act	mIAP block	NALP3 yeast inh	Apaf1 inhib	mIAP activ	TIM10 inh	hIAP block	tim10-1 inh
CC1=NN(C(C#N)c2ccc(F)cc2)C(C)(C)C1 (stereo not given)	-4	0.88	5	-12	-5	0.95	8	12	6
COc1ccc(-c2csc3nc(-c4ccccc4F)oc(=O)c23)cc1	-3	1.1	5	24	-1	0.95	9	-8	25
S=C1NC2(CCCC2)Nc2ccccc21	2	1	3	-8	-3	0.97	13	-2	8
O=C(COC(=O)c1ccc(S(=O)(=O)N2CCCC2)cc1)Nc1cccnc1Cl	1	1	-2	17	-3	1	-3	-3	5
O=C(CSc1nc2ccccc2c(=O)n1-c1ccccc1)N1CCc2ccccc21	3	0.98	0	-6	-3	1	-7	2	10
Cc1ccc(SC(C)C(=O)Nc2ccccc2-c2ccccc2)cc1 (stereo not given)	31	0.89	-1	4	3	1	9	11	7
CCOc1cc(-c2nc3ccccn3c2NCC2CCCO2)ccc1O (stereo not given)	-5	0.89	-3	9	8	1	12	11	23

Structures above that contain fluorine, in the order listed:
SMILES	ATG4B inh	hIAP act	mIAP block	NALP3 yeast inh	Apaf1 inhib	mIAP activ	TIM10 inh	hIAP block	tim10-1 inh
COc1ccc(CN(C)CC(=O)Nc2ccc(SC(F)F)cc2)cc1OC	-4	0.89	0	-1	0	1	16	11	24
O=C(NCc1cccc(F)c1)C1CCN(S(=O)(=O)Cc2ccccc2)CC1	-3	0.98	1	6	-6	0.99	-8	2	15
COc1ccccc1CNC(=O)C1CC(c2ccccc2C(F)(F)F)=NO1 (stereo not given)	4	1.1	-4	20	23	1	-1	-11	13
Cn1c(CNS(=O)(=O)c2ccc(F)cc2)n[nH]c1=S	5	0.95	0	10	-2	0.99	0	5	6
CCOC(=O)c1cnn(CCOC(=O)c2cccc(F)c2)c1NC(=O)c1cccc(F)c1	-1	1	4	10	-1	0.96	24	-1	28
O=C(COC(=O)c1cc(S(=O)(=O)N2CCCC2)ccc1O)Nc1ccc(SC(F)F)cc1	-5	1.1	0	10	0	1	3	-12	4
COc1ccc2cc(C(c3nnnn3Cc3ccc(F)cc3)N3CCCCCC3)c(=O)[nH]c2c1 (stereo not given)	0	0.96	14	22	0	0.86	-1	4	19
O=[N+]([O-])/C(=C\Nc1ccc(F)cc1F)S(=O)(=O)c1ccccc1	-3	1.1	-6	-1	2	1.1	7	-7	31
Cc1nc(SCC(=O)Nc2ccccc2C(F)(F)F)c(C#N)c(C)c1CC(=O)c1ccc(Br)cc1	x	0.99	2	6	16	0.97	-27	1	-2
CC1=NN(C(C#N)c2ccc(F)cc2)C(C)(C)C1 (stereo not given)	-4	0.88	5	-12	-5	0.95	8	12	6
COc1ccc(-c2csc3nc(-c4ccccc4F)oc(=O)c23)cc1	-3	1.1	5	24	-1	0.95	9	-8	25

This is a random part of the collection; 4.5% or so of the library scored in one or more.
